From PubChem BioAssay
Tau fil binding: qHTS Assay for Tau Filament Binding. actives 2% (n = 71,000). Potency, µM (titrated, usually from 57.1 µM), without a hit: at the top dose activity change, negative = inhibition. recombinant tau filaments, thioflavin S fluorescence, 15 h; filaments grown with octadecylsulfate alongside compound. Microtubule-associated protein tau (Homo sapiens), P10636;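 note: potency is the fitted concentration of half-maximal effect; % is set by controls: 0 for no effect and ±100 for the full control effect; actives lower thioflavin S fluorescence by blocking filaments or displacing dye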
Target sequence (P10636 whole entry, looked up): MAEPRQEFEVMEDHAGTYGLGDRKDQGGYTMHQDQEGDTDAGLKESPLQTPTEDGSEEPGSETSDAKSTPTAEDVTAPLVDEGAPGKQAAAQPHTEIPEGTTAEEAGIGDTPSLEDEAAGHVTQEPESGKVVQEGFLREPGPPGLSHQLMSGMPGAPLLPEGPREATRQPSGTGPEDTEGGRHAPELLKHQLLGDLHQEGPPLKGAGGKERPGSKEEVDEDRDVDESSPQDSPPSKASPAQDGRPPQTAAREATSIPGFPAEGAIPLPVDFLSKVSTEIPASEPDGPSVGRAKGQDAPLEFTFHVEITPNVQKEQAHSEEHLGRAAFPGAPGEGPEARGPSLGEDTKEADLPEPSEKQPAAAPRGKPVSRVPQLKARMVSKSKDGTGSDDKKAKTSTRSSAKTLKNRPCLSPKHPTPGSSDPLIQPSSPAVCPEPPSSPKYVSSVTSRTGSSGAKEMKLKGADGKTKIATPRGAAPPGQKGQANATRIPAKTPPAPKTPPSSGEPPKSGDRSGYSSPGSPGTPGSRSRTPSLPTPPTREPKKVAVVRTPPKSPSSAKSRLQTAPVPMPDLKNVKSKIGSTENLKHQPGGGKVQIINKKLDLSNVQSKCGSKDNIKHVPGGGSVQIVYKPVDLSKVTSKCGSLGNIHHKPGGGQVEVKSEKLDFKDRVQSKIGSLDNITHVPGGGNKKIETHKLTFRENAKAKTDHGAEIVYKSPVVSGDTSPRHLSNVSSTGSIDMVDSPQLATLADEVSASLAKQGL
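Read-out: ThS fluorescence, 450 nm excitation/510 nm emission; lower signal marks blocked filament formation or displaced dye. Tau at 1 uM with 30 uM ODS, 10 uM ThS, 5 mM DTT, 100 mM NaCl, 10 mM HEPES pH 7.4; 15 h, 37 C.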
CRE Fsk mod: Cell signaling CRE-BLA (Fsk stim). CHO CRE-bla reporter (cAMP response element driving beta-lactamase), forskolin EC10, beta-lactamase ratio. Potency, µM (top dose mostly 38.2 µM), for the others: at the top dose activity change, negative = inhibition, most hits filed as activators. actives 2.5% (n = 71,000). AID 662, 2007; active = well fitted activation curve with a large enough effect in the signal ratio, with a control signal flat, not every such curve was filed as active; inconclusive = small, poorly fitted or top-dose-only effect, or effect the other way, or a change in a side signal; the % refers to the signal ratio; note: potency is the fitted concentration of half-maximal effect; % of control where 0% means no effect
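Modulation of forskolin-driven signalling is measured in CHO cells carrying a CRE-controlled beta-lactamase reporter. Cells are stimulated with EC10 NKH 477 in the presence of titrated compound for 3 h at 37 °C, then loaded with CCF4 for 2 h at room temperature.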
15-hLO inh: qHTS Assay for Inhibitors of 15-hLO (15-human lipoxygenase) | Polyunsaturated fatty acid lipoxygenase ALOX15 (Homo sapiens), P16050 | purified 15hLO-1, xylenol orange hydroperoxide absorbance | Potency, µM (highest dose often 57.1 µM), for the others: at the top dose activity change, negative = inhibition, most hits filed as inhibitors | actives 1.4% (n = 74,000) | AID 887, 2007; note: potency is the fitted concentration of half-maximal effect; % is set by controls: 0 for no effect and ±100 for the full control effect; nearly all actives have a fitted effect of over 55% in size
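40 nM 15hLO-1 + cpd, 15 min RT; start w/ 50 uM AA (final), 6 min RT; stop/detect w/ 200 uM XO + 300 uM Fe(II) in 50 mM H2SO4, 30 min; A573/A405. Buffer 25 mM Hepes pH 7.5, 0.01% Triton X-100. No-enzyme wells as negative control.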
Rhodamine autofl: qHTS Assay for Spectroscopic Profiling in Rhodamine Spectral Region; actives 0.05% (n = 59,000); AID 594, 2007; max dye-equivalent concentration, M; Rhodamine-region fluorescence, 547/598 nm, Tris buffer; stronger effect = higher value; in the data active = max dye-equivalent concentration above about 11 nM; inconclusive = between about 1.1 nM and that limit
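qHTS spectral profiling of compounds without any target or enzyme present, in pH 8.0 Tris buffer; plates were read after a 15-minute room-temperature incubation using the rhodamine-region filter set.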
DNA Pol III inh: qHTS Assay for Inhibitors of DNA Polymerase III Holoenzyme System; actives 0.25% (n = 71,000); Potency, µM (titrated, usually from 57.1 µM), inactives show at the highest dose activity change, negative = inhibition; AID 603, 2007; reconstituted DNA polymerase III holoenzyme replication, biochemical; note: potency is the fitted concentration of half-maximal effect; % is set by controls: 0 for no effect and ±100 for the full control effect
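Reconstituted *E. coli* holoenzyme (0.35 nM Pol III, 1 nM beta, 154 nM SSB, 2 nM primase) was preincubated with compound for 15 min at RT. Synthesis on 1.4 nM ssM13Gori ran 35 min, then was stopped with PicoGreen/EDTA and read as dsDNA fluorescence.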
Hsp90 Hop PPI: qHTS Assay for Disrupters of an Hsp90 Co-Chaperone Interaction; AlphaScreen TPR2A-His6 binding biotin-Hsp90 C-terminal peptide; Potency, µM (titrated, usually from 57 µM), inactives show top-dose activity change, negative = inhibition; actives 0.44% (n = 71,000); Hsp90 C-terminal peptide / TPR2A (Hop) interaction, human; active = well fitted curve in either direction with a large enough effect; inconclusive = small, poorly fitted or top-dose-only effect, or another doubt; note: potency is the fitted concentration of half-maximal effect; % is set by controls: 0 for no effect and ±100 for the full control effect; many of its hits are not listed in these tables
Luciferase inh: qHTS Assay for Inhibitors of Firefly Luciferase; Luciferin 4-monooxygenase (Photinus pyralis), P08659; purified firefly luciferase, luminescence, 8 min; Potency, µM (series often up to 57.1 µM), without a hit: at the highest dose activity change, negative = inhibition, hits mostly inhibitors; actives 2.2% (n = 72,000); note: potency is the fitted concentration of half-maximal effect; % is set by controls: 0 for no effect and ±100 for the full control effect; nearly all actives have a fitted effect of over 40% in size
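Compounds were tested as concentration series (qHTS) against purified P. pyralis luciferase with luciferin and 10 uM ATP in 50 mM imidazole pH 7.2, 50 mM KCl, 7 mM MgCl2, 0.01% Tween 20, 0.05% BSA. Luminescence was read after 8 min at ambient temperature.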
TexasRed autofl: qHTS Assay for Spectroscopic Profiling in Texas Red Spectral Region | Compound fluorescence, Texas Red channel, 547/618 nm; stronger effect = higher value | max dye-equivalent concentration, M | actives 0.06% (n = 59,000); in the data active = max dye-equivalent concentration above about 10 nM; inconclusive = between about 1.1 nM and that limit
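Dye-equivalent concentrations come from scaling compound signal (ex 547, em 618 nm) to six Texas Red standard concentrations run on every plate, after 15 min room-temperature incubation in pH 8.0 Tris (100 mM).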
HBB splice mod: qHTS Assay for Modulators of Hemoglobin Beta Chain Splicing; HBB splicing reporter cell assay, activation; EGFP reporter with mutant IVS2-654 intron; response scale: normalised to 500 nM splice-correcting PNA; Potency, µM (doses to about 46.1 µM), for inactives: at the top dose activation, most hits filed as activators; actives 0.06% (n = 65,000); AID 925, 2007; note: potency is the fitted concentration of half-maximal effect; 0% is about no effect
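HeLa cells stably expressing EGFP interrupted by mutant beta-globin intron 2 (IVS2-654), 500/well in 2% FCS. Treated with compound for 2 days at 37C. Splicing correction scored as total well GFP intensity (488 nm excitation, 500-520 nm emission); 500 nM antisense PNA served as control.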
HADH2 inhib: qHTS Assay for Inhibitors of HADH2 (Hydroxyacyl-Coenzyme A Dehydrogenase, Type II) | 3-hydroxyacyl-CoA dehydrogenase type-2 (Homo sapiens), Q99714 | recombinant HADH2, NADH fluorescence, beta-hydroxybutyryl-CoA | Potency, µM (doses to about 57.1 µM), for the others: top-dose activity change, negative = inhibition, actives largely listed as inhibitors | actives 3.4% (n = 73,000) | AID 886, 2007; note: potency is the fitted concentration of half-maximal effect; % is set by controls: 0 for no effect and ±100 for the full control effect; nearly all actives have a fitted effect of over 60% in size; many of its hits are not listed in these tables
Target sequence (Q99714 whole entry, looked up, one chain of several): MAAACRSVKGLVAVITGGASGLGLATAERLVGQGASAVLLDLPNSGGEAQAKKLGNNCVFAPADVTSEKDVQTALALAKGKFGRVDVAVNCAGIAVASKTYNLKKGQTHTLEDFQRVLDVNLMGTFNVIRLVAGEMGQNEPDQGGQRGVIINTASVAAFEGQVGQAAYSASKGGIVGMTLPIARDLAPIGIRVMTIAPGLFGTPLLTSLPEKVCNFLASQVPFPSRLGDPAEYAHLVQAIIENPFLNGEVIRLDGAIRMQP
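E. coli-expressed His-tagged HADH2 tested at 20 nM in alkaline Tris buffer (pH 9.0); oxidation of 90 uM beta-hydroxybutyryl-CoA with 1 mM NAD+ tracked fluorimetrically for 4 min.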
ERK AVP inh: qHTS Assay for Inhibitors of the ERK Signaling Pathway using a Homogeneous Screening Assay. actives 0.99% (n = 72,000). HEK293-V1b, vasopressin-stimulated pERK AlphaScreen. AID 995, 2007. Potency, µM (highest dose often 57.5 µM), without a hit: top-dose activity, negative = inhibition, hits mostly inhibitors; note: potency is the fitted concentration of half-maximal effect; % is set by controls: 0 for no effect and ±100 for the full control effect; nearly all actives have a fitted effect of over 55% in size
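V1b-HEK293 cells; cpd 30 min 37C; 25 nM vasopressin 5 min; lyse 10 min; AlphaScreen beads 5 hr RT. Normalized to DMSO basal and 25 nM vasopressin; AC50 by Hill fit.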
* = called active by the depositor; i = inactive; u = inconclusive; x = no result given; [ ] = remark or other dose. Unless noted, calls come from the whole dose curve; as a rule, active = well fitted curve in the direction sought with a large enough effect; inconclusive = small, poorly fitted or top-dose-only effect, or another doubt; inactive = no such curve, though single readings can be large; an effect the other way counts as inactive or inconclusive. Not all compounds are listed. The share of hits here may be higher or lower than overall.

SMILES	Tau fil binding	CRE Fsk mod	15-hLO inh	Rhodamine autofl	DNA Pol III inh	Hsp90 Hop PPI	Luciferase inh	TexasRed autofl	HBB splice mod	HADH2 inhib	ERK AVP inh
O=C(COc1ccc2ccccc2c1CN1CCOCC1)N1CCc2ccccc21	159.2%	u	-4.4%	i	0.4%	-5.3%	-0.4%	i	-0.6%	4.4%	-19.3%
S=c1[nH]ncn1-c1ccccn1	-11.4%	-3.3%	-2.1%	i	-5.0%	0.7%	-1.3%	i	x	u	-3.3%
COc1ccc(Cl)c(Cn2c(NCCCN(C)C)nc3c2c(=O)n(C)c(=O)n3C)c1	8.7%	3.6%	4.9%	i	-6.2%	-5.7%	3.3%	i	-0.7%	6.2%	-15.9%
O=C(c1cc2ccccc2o1)N1CCN(c2ccccc2Cl)CC1	4.2%	4.7%	-14.9%	i	7.7%	10.8%	2.7%	i	0.3%	-2.9%	21.1%
CCCNc1ncnc2sc(C)c(C)c12	-3.1%	u	1.6%	i	-5.2%	0.4%	-0.1%	i	0.3%	-1.2%	-29.9%
CC1(C)[C@@H]2CC[C@@]1(C)C(=O)C2	3.8%	3.1%	1.1%[25.6 µM]	x	-5.7%	-0.9%	x	x	0.5%	0.7%	22.8%
CC(C)=NOC[C@@H](O)COCc1ccco1	x	x	17.3%[11.4 µM]	x	x	x	1.8%[11.4 µM]	x	0.0%[9.22 µM]	-5.2%[11.4 µM]	-13.2%[11.5 µM]
Nn1c(Nc2ccccc2)nc2ccccc2c1=O	1.4%	3.0%	5.6%	x	3.0%	-0.8%	-0.2%	x	-1.8%	4.8%	-7.7%
Clc1ccc(OCc2nc(-c3ccncc3)no2)c(Br)c1	90.8%	22.0%	7.1%	x	1.0%	u	7.94µM*	x	0.1%	-5.0%	-23.6%
COC(=O)c1cc(OC)c(OC)cc1NC(=O)c1c(-c2ccccc2Cl)noc1C	281.3%[11.4 µM]	1µM*	-15.6%[11.4 µM]	x	0.0%[11.4 µM]	-2.9%[11 µM]	-5.7%	x	1.8%[0.0738 µM]	u	-8.0%
COCC(=O)NCc1ccc2c(c1)OCO2	-10.6%	-5.1%	1.5%	x	-21.7%	1.1%	0.9%	x	4.5%	u	-10.4%
CCOC(=O)CSc1nc2cc(C(=O)NCc3ccco3)ccc2c(=O)n1C1CCCCC1	6.5%	u	4.3%	i	1.1%	0.9%	0.2%	i	1.7%[0.369 µM]	9.2%	-24.1%
Cc1cnc(CNc2ccnc(-c3ccccc3C(F)(F)F)n2)cn1	-6.4%	5.5%	-8.1%	i	-1.8%	-7.4%	-2.4%[2.29 µM]	i	0.0%	-28.6%	10.6%
Cc1cc(NC(=O)CSc2nnc3c(C)cc4ccccc4n23)no1	-1.5%	2.1%	6.9%	i	-7.7%	0.8%	1.8%	u	-0.1%[57.5 µM]	2.9%	15.4%
Cc1nc2cnc(N(C)C)nc2n(CCC#N)c1=O	1.4%	12.6µM*	4.3%	i	-5.7%	-8.2%	0.9%[11.4 µM]	i	1.0%	2.1%	-12.2%
Cc1ccc(C)n1CCN1CCN(CC(=O)Nc2cc(C(F)(F)F)ccc2Cl)CC1	1.9%	u	-8.3%	i	1.2%	-2.9%	4.1%	i	1.3%	5.9%	-5.5%
CC(C(=O)Nc1cc(C(F)(F)F)ccc1N1CCOCC1)N1C(=O)C2CC=CCC2C1=O (stereo not given)	-2.2%	-14.2%	-3.8%	i	-5.7%	-6.3%	-0.4%	i	-1.1%	8.9%	-20.4%
Nc1cc(-c2cccc(F)c2)nn1S(=O)(=O)c1cccc2nsnc12	15.8µM*	8.8%	-17.0%	x	1.7%	u	2.1%	x	-0.7%	1.2%	-22.3%
CCCn1c(-c2ccc(F)cc2)nc2c(NCCCN(CCO)CCO)nc(C)nc21	7.5%	14.0%	-4.4%	x	-4.4%	-0.1%	x	x	-0.5%	28.5%	5.9%
COc1ccc2nc(SCC(=O)N3CCNC3=O)[nH]c2c1	-4.4%	3.2%	-1.7%	i	-9.6%	0.3%	-16.6%	i	-0.1%	-7.6%	5.4%
Cc1nnc(SCCn2c(N3CCC(C)CC3)nc3c2c(=O)[nH]c(=O)n3C)s1	6.7%	7.5%	3.3%	i	-2.5%	-0.5%	0.3%	i	0.9%[57.5 µM]	15.6%	-5.1%
COc1ccc(OCC(=O)Nc2ccc(S(=O)(=O)N3CCCCCC3)cc2)cc1	32.5%	-12.9%	-8.2%	i	3.8%	1.5%	-0.2%	i	0.0%	7.8%	-15.6%
c1ccc2c(c1)sc1nnnn12	-8.6%	-12.8%	8.3%	i	0.3%	-1.2%	1.4%	i	-4.4%[57.5 µM]	1.4%	12.7%
CC(C)CCn1c(N2CCN(Cc3ccccc3)CC2)nc2c1c(=O)[nH]c(=O)n2C	6.2%	4.0%	-9.4%	i	-5.9%	-0.6%	-37.6%	i	-4.4%	2.9%	-16.0%
CSc1ccccc1NC(=O)c1ccco1	11.3%	9.7%	0.1%	i	-5.4%	0.1%	-0.8%	i	-0.1%	-1.2%	-9.0%
CCSc1nnc(-c2ccc(S(=O)(=O)N3CCCC3)cc2)n1C	-17.5%	12.1%	0.0%	i	-4.3%	0.1%	-3.3%	u	-2.6%	-24.7%	1.9%
COc1ccc(O[C@H]2C=C[C@@H](c3ccccc3)O[C@H]2CO/N=C(/C)CCC(=O)OC[C@@H]2O[C@H](C#Cc3ccccc3)C=C[C@@H]2Oc2ccc(C)cc2)cc1	x	x	3.4%[11.4 µM]	x	x	x	-0.2%[11.4 µM]	x	2.1%[9.22 µM]	17.5%[11.4 µM]	8.2%[11.5 µM]
Cn1c(SCc2nc3ccccc3s2)nnc1-c1ccc2c(c1)OCO2	2.1%	-9.9%	-0.4%	i	-4.3%	-3.1%	-0.5%	i	-1.3%	-7.6%	3.3%
Cn1c(=O)[nH]c(=O)c2c1nc(CN1CCOCC1)n2CCCO	-5.3%	-19.6%	2.5%	i	7.1%	-0.7%	-2.5%	i	-0.2%	-9.8%	14.3%
COCCCNc1ncnc2nc[nH]c12	119.9%	1.2%	-1.7%	x	-2.6%	-2.3%	6.31µM*	x	-0.6%	1.4%	x
O=C(CSc1nnc(Cc2cc(=O)[nH]c(=O)[nH]2)n1-c1ccccc1)N1CCCCC1	2.0%	-6.7%	2.7%	x	2.8%	-2.0%[2.3 µM]	2.7%	x	0.2%	-10.0%	-11.8%
CCOC(=O)C1CCN(C(=O)COc2ccc(S(=O)(=O)NC(C)(C)C)cc2)CC1	-0.5%	-9.6%	-1.0%	i	-10.1%	-1.5%	1.6%	i	-0.8%	6.3%	-6.8%
O=C1CCCc2sccc2N1	-8.2%	-3.8%	7.9%	x	-5.9%	0.5%	0.2%	x	2.5%[9.22 µM]	1.2%	-0.7%
Cc1ccc(-n2c(SCC(=O)Nc3ccc4c(c3)OCCO4)nnc2-c2ccco2)cc1	164.7%	u	-4.9%	i	-0.5%	-6.8%	1.9%	i	-1.3%	5.3%	-27.9%
CCc1nnc(NC(=O)CSc2nnc(C3CCCCC3)n2-c2ccccc2)s1	8.1%	u	-4.8%	i	0.1%	-6.5%	-0.9%	u	x	-4.5%	-15.2%
